rTrxR1 inhibitor = rat TrxR1 inhibition | 390,000 compounds, 1% hits | AID 588453 | recombinant rTrxR1, NADPH fluorescence consumption, selenite substrate | Potency, µM (series often up to 114 µM), without a hit: at the highest dose activity change, negative = inhibition, most hits filed as inhibitors | O89049; also: % is scaled to controls: 0 for no effect and ±100 for the full control effect; nearly all actives have a fitted effect of over 65% in size
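Rat TrxR1 (90 nM in the dispensed reagent) was pre-reduced with 400 uM NADPH for 5 min at room temperature, then incubated with compound for 15 min. After 400 uM selenite was added, NADPH fluorescence (Ex 340/Em 450 nm) was followed for 8 min.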
Vif-APOBEC3F blk = inhibitors of Vif-A3F interaction. HeLa A3F-eYFP + Vif (tagged APOBEC3F with the HIV-1 protein that degrades it), YFP fluorescence increase. AID 602313. Potency, µM (doses to about 46.1 µM), inactives show at the highest dose activity, negative = active. 390,000 compounds, 0.2% hits; also: % of control where 0% means no effect; nearly all actives have a fitted effect of over 65% in size
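HeLa cells stably expressing A3F-eYFP plus Vif, plated and incubated overnight at 37 deg C, then exposed to compounds overnight at 37 deg C. Blocked degradation read as raised yellow fluorescence (Ex 488/Em 500-530).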
Vif-A3G inh = inhibitors of Vif-APOBEC3G interaction | Q9HC16 | HeLa A3G-eYFP + Vif (tagged APOBEC3G with the HIV-1 protein that degrades it), YFP fluorescence, overnight | Potency, µM (titrated, usually from 46.1 µM), for inactives: top-dose activity, negative = active, usual class: inhibitors | 410,000 compounds, 0.076% hits | AID 602310;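 also: % is scaled to controls: 0 for no effect and ±100 for the full control effect; nearly all actives have a fitted effect of over 60% in size; hits raise eYFP signal because A3G escapes Vif-driven loss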
Target sequence (Q9HC16 whole entry, looked up): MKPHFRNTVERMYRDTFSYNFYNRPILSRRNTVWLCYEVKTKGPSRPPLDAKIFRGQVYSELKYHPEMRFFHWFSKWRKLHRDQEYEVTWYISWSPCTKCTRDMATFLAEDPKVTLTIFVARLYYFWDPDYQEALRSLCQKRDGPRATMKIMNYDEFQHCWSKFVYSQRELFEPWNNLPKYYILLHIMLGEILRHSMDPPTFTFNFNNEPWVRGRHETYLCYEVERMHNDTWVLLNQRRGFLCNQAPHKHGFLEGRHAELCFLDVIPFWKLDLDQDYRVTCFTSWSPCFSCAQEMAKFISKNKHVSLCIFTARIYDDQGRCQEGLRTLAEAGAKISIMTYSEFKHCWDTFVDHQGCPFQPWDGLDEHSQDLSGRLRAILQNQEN
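Read-out is eYFP fluorescence (Ex 488/Em 500-530) from Vif-expressing HeLa A3G-eYFP cells; more signal means A3G escaped Vif-mediated degradation. Cells plated overnight, compound pinned in, incubated overnight at 37 deg C.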
USP1-UAF1 inh = blocks the human USP1/UAF1 deubiquitinase complex; 390,000 compounds, 0.23% hits; Potency, µM (top dose mostly 57.1 µM), for the others: top-dose activity change, negative = inhibition, actives largely listed as inhibitors; O94782; AID 743255; recombinant USP1/UAF1, Ub-Rhodamine cleavage fluorescence; also: % is scaled to controls: 0 for no effect and ±100 for the full control effect; nearly all actives have a fitted effect of over 60% in size; inactives centre near -12
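USP1/UAF1 complex at 1 nM was preincubated with compound for 15 min at room temperature, then Ub-Rho substrate (150nM final) was added. Fluorescence (480/540 nm) was read kinetically, 6 reads every 60 seconds.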
12-LOX inh = blocks human arachidonate 12S-lipoxygenase | P18054 | purified 12hLO, xylenol orange hydroperoxide absorbance | Potency, µM (titrated, usually from 108 µM), without a hit: at the top dose activity change, negative = inhibition, actives largely listed as inhibitors | 580,000 compounds, 1.1% hits | AID 1671190; also: % is scaled to controls: 0 for no effect and ±100 for the full control effect
Target sequence (P18054 whole entry, looked up): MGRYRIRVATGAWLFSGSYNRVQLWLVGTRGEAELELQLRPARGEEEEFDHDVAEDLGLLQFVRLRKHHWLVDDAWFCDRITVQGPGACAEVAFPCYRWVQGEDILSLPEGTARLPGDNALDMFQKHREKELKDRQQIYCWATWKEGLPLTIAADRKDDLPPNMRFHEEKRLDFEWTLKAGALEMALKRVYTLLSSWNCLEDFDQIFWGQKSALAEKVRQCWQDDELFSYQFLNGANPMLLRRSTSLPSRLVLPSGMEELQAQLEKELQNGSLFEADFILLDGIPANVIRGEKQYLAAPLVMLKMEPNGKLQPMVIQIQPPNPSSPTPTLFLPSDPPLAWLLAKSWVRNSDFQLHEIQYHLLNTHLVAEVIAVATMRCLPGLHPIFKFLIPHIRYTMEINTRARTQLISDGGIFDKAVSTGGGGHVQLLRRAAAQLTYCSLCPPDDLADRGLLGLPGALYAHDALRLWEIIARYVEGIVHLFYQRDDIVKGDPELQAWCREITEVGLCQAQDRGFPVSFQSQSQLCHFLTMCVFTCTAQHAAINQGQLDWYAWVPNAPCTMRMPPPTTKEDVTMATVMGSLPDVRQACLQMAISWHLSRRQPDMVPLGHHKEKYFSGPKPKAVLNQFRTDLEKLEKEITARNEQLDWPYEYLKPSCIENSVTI
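Purified human 12hLO (150 nM final) in 25 mM Hepes, 0.01% Triton X-100, pH 7.0 was preincubated 15 min at room temperature with compound. Then 40 uM arachidonic acid was added, 30 min. Hydroperoxide was read by Fe-XO absorbance ratio 573/405 nm.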
IDH1 R132H inh = inhibitors of human mutant IDH1 R132H. Potency, µM (titrated, usually from 76.6 µM), inactives show at the top dose activity change, negative = inhibition, usual class: inhibitors. 390,000 compounds, 0.093% hits. O75874. IDH1-R132H enzyme, NADPH consumption, diaphorase/resazurin fluorescence; also: % is scaled to controls: 0 for no effect and ±100 for the full control effect; nearly all actives have a fitted effect of over 65% in size
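IDH1-R132H (0.5 ug/mL dispensed) in pH 7.5 Tris buffer was preincubated 30 min with compound, then given a substrate mix of 0.016 mM NADPH and 2 mM alpha-KG for 80 min at room temperature; remaining NADPH was read by diaphorase/resazurin fluorescence.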
TrxR1 substrate = rat thioredoxin reductase 1 substrate activity; O89049; purified TrxR1 substrate turnover, NADPH consumption readout; Potency, µM (titrated, usually from 114 µM), without a hit: at the highest dose activity change, negative = substrate turnover; 390,000 compounds, 0.01% hits; also: % is scaled to controls: 0 for no effect and ±100 for the full control effect; nearly all actives have a fitted effect of over 50% in size
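Rat TrxR1, dispensed at 90 nM, was prereduced with 400 uM NADPH (final) for 5 min at ~22 deg C, then incubated with compound 15 min before 400 uM selenite. A first-read NADPH fluorescence drop versus no-compound background flagged substrates.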
RGS4 inhibitor = human RGS4 inhibition; Transcreener GDP fluorescence polarization, RGS4-accelerated GTP hydrolysis; AID 504845; P49798; 390,000 compounds, 0.039% hits; Potency, µM (highest dose often 114 µM), for inactives: top-dose activity change, negative = inhibition, hits mostly inhibitors; also: % is scaled to controls: 0 for no effect and ±100 for the full control effect; nearly all actives have a fitted effect of over 75% in size; some results filed as inactive show a strong effect at the top dose
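MLSMR compounds (23 nl, pin-transferred) preincubated 10 min at room temperature with a 500nM (2x) first reagent, then RGS4 at 900nM (2x) plus Transcreener GDP mix added; fluorescence polarization (620/688 nm) read before and after 90 min at 30 °C.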
RXFP1 ag = activates the human relaxin receptor RXFP1 | 370,000 compounds, 0.3% hits | HEK293T-RXFP1 cAMP TR-FRET, 30 min; response scale: percent of porcine relaxin response, buffer zero | Q9HBX9 | Potency, µM (doses to about 57.5 µM), for inactives: top-dose activation, most hits filed as activators; also: % is scaled to controls: 0 for no effect and ±100 for the full control effect; nearly all actives have a fitted effect of over 60% in size; many of its hits are not listed in these tables
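HEK293 cells stably expressing RXFP1, treated 30 min at 37C with compounds plus PDE4 inhibitor Ro 20174; cAMP measured by HTRF TR-FRET. Normalized to buffer and 29 nM porcine relaxin; EC50 by Hill fit.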
Active calls of the source: *; [ ] = remark or other dose. Calls follow the shape of the dose curve; as a rule, active = well fitted curve in the direction sought with a large enough effect; inconclusive = small, poorly fitted or top-dose-only effect, or another doubt; inactive = no such curve, though single readings can be large; an effect the other way counts as inactive or inconclusive. Potency is read from the fitted curve at half-maximal effect. An excerpt; count on the stated rates, not on these rows.

`COc1ccc(-c2cc(C(F)(F)F)nc(SCC(=O)NCC(C)C)n2)cc1OC` gave rTrxR1 inhibitor 20.3%, Vif-APOBEC3F blk -3.8%, Vif-A3G inh 8.5%, USP1-UAF1 inh -22.2%, 12-LOX inh -14.7%, IDH1 R132H inh -14.9%, TrxR1 substrate 133.6%[activator], RGS4 inhibitor -26.1% and RXFP1 ag inconclusive.
Screening CCN(CC)c1ccc(S(=O)(=O)N2CCCCC2)cc1NC(=O)C1CSC2(C)CCC(=O)N12 (stereo not given) returned rTrxR1 inhibitor 3.7%, Vif-APOBEC3F blk 1.1%, Vif-A3G inh -0.2%, USP1-UAF1 inh -21.8%, 12-LOX inh 30.7%[activator], IDH1 R132H inh 6.8%, TrxR1 substrate -4.1%, RGS4 inhibitor 2.5% and RXFP1 ag 3.4%.
`Cc1ccc(C(=O)Cn2cnc3ccccc3c2=O)cc1` gave rTrxR1 inhibitor 10.3%[57.1 µM], Vif-APOBEC3F blk -6.8%, Vif-A3G inh 0.6%, USP1-UAF1 inh -13.4%, 12-LOX inh 0.0%, IDH1 R132H inh -0.2%, TrxR1 substrate -6.9%[57.1 µM], RGS4 inhibitor -26.7%[11.4 µM] and RXFP1 ag 1.4%.
For Cc1ccc(C(=O)N2CCN(C3CCCCC3)CC2)s1 the results were rTrxR1 inhibitor 14.3%, Vif-APOBEC3F blk -5.0%, Vif-A3G inh -0.3%, USP1-UAF1 inh -9.9%, 12-LOX inh -21.7%, IDH1 R132H inh 1.5%, TrxR1 substrate 1.4%, RGS4 inhibitor 6.2% and RXFP1 ag -0.2%.
`CC1CC(C)(C)NCCNC(C)CC(C)(C)NCCN1` (stereo not given) gave rTrxR1 inhibitor 17.7%, Vif-APOBEC3F blk -2.7%, Vif-A3G inh -0.6%, USP1-UAF1 inh -16.8%, 12-LOX inh -3.6%, IDH1 R132H inh -0.5%, TrxR1 substrate 12.1%, RGS4 inhibitor -5.2% and RXFP1 ag 0.5%.
`CCOC(=O)c1[nH]c2ccc(OCC)cc2c1NC(=O)CN1CCCC(C)C1` (stereo not given) gave rTrxR1 inhibitor 4.9%[57.1 µM], Vif-APOBEC3F blk -5.9%, Vif-A3G inh -5.5%, USP1-UAF1 inh -6.5%, 12-LOX inh 36.3%[activator], IDH1 R132H inh 4.3%, TrxR1 substrate 66.6%[activator][57.1 µM], RGS4 inhibitor -14.9% and RXFP1 ag 2.0%.
Screening COc1ccc(OC)c(NC(=O)CSc2nc3cccnc3n2C)c1 returned rTrxR1 inhibitor -10.3%, Vif-APOBEC3F blk 0.0%, Vif-A3G inh 0.6%, USP1-UAF1 inh -6.7%, 12-LOX inh 0.0%, IDH1 R132H inh 4.0%, TrxR1 substrate -10.3%, RGS4 inhibitor 0.1% and RXFP1 ag 3.3%.
CC(C)[C@H](NC(=O)C1CC(=O)N(c2ccc3c(c2)OCO3)C1)C(=O)NC1CCCC1 (stereo not given in full) was read as rTrxR1 inhibitor 34.6%, Vif-APOBEC3F blk -4.9%, Vif-A3G inh -1.5%, USP1-UAF1 inh -22.3%, 12-LOX inh inconclusive, IDH1 R132H inh 4.5%, TrxR1 substrate 5.7%, RGS4 inhibitor -9.6% and RXFP1 ag 2.9%.
CC(C)(C)c1ccc(Oc2nc3ccccn3c(=O)c2/C=C(\C#N)c2nc3ccccc3[nH]2)cc1 was read as rTrxR1 inhibitor -5.9%, Vif-APOBEC3F blk inconclusive, Vif-A3G inh -4.8%, USP1-UAF1 inh -10.5%, 12-LOX inh -13.4%, IDH1 R132H inh 13.3%, TrxR1 substrate -0.9%, RGS4 inhibitor -27.0% and RXFP1 ag 5.6%.
`COc1ccc(CCn2c(NN=C(C)C)nc3c2c(=O)[nH]c(=O)n3C)cc1` gave rTrxR1 inhibitor -8.8%, Vif-APOBEC3F blk -12.4%, Vif-A3G inh -9.5%, USP1-UAF1 inh -5.1%, 12-LOX inh 65.3%[activator], IDH1 R132H inh -8.7%, TrxR1 substrate -3.7%, RGS4 inhibitor -5.3% and RXFP1 ag 0.0%.
`O=C(NC1CCCCC1)c1cc(Nc2ccccc2)nc2ccccc12` gave rTrxR1 inhibitor 19.5%[57.1 µM], Vif-APOBEC3F blk 2.2%, Vif-A3G inh 1.7%, USP1-UAF1 inh 1.4%, 12-LOX inh 0.1%, IDH1 R132H inh 0.8%, TrxR1 substrate -2.9%[57.1 µM], RGS4 inhibitor -6.1% and RXFP1 ag inconclusive.
For Cc1cc(C)cc(NC(=O)CN(C)S(=O)(=O)c2ccc3[nH]c4c(c3c2)CCCC4)c1 the results were rTrxR1 inhibitor 6.5%, Vif-APOBEC3F blk 0.3%, Vif-A3G inh 3.8%, USP1-UAF1 inh -24.9%, 12-LOX inh -7.5%, IDH1 R132H inh -7.6%, TrxR1 substrate -2.1%, RGS4 inhibitor -28.5% and RXFP1 ag 0.7%.
`COC(=O)C1(CC2CC(c3ccccc3)=NO2)CCN(C(=O)OC(C)(C)C)CC1` (stereo not given) gave rTrxR1 inhibitor 3.8%[57.1 µM], Vif-APOBEC3F blk 5.5%, Vif-A3G inh 1.5%, USP1-UAF1 inh -11.7%, 12-LOX inh -26.2%, IDH1 R132H inh 5.1%, TrxR1 substrate 0.8%[57.1 µM] and RGS4 inhibitor -8.7%.
`C=CCC[C@@H](Cc1ccc(F)cc1)C(=O)OC[C@@H]1CCCN1C(=O)[C@@H](CC=C)CC(=O)N(CCO)Cc1ccccc1` gave rTrxR1 inhibitor 31.2%, Vif-APOBEC3F blk 2.8%, Vif-A3G inh -14.0%, USP1-UAF1 inh -24.5%, 12-LOX inh 1.3%, IDH1 R132H inh 0.4%, TrxR1 substrate -4.3% and RGS4 inhibitor -3.1%.
O=C(NC1CCCC1)C(NS(=O)(=O)c1ccc(Br)s1)c1ccccc1 (stereo not given) was read as rTrxR1 inhibitor 8.8%, Vif-APOBEC3F blk -11.3%, Vif-A3G inh -6.4%, USP1-UAF1 inh -4.3%, 12-LOX inh inconclusive, IDH1 R132H inh 2.2%, TrxR1 substrate 2.2%, RGS4 inhibitor 37.5% and RXFP1 ag -1.0%.
Screening CCOC(=O)C1CCCN(CC(=O)Nc2c(F)c(F)c(F)c(F)c2F)C1 (stereo not given) returned rTrxR1 inhibitor 20.9%, Vif-APOBEC3F blk -1.4%, Vif-A3G inh 0.9%, USP1-UAF1 inh -6.2%, 12-LOX inh 49.0%[activator], IDH1 R132H inh 9.0%, TrxR1 substrate 6.2%, RGS4 inhibitor -17.1% and RXFP1 ag 6.8%.
`O=C(N[C@@H]1C/C=C\C[C@H](CC(=O)N(CCO)Cc2ccccc2)C(=O)NC[C@@H](c2ccccc2)OC1=O)OCC1c2ccccc2-c2ccccc21` gave rTrxR1 inhibitor 7.2%[57.1 µM], Vif-APOBEC3F blk inconclusive, Vif-A3G inh -8.4%, USP1-UAF1 inh -15.2%, 12-LOX inh inconclusive, IDH1 R132H inh 3.8%, TrxR1 substrate -8.1%[57.1 µM] and RGS4 inhibitor -2.1%.
`COc1ccc(C2/C(=C(/O)c3ccccc3)C(=O)C(=O)N2c2ccccn2)c(OC)c1` (stereo not given) gave rTrxR1 inhibitor -16.5%, Vif-APOBEC3F blk 0.1%, Vif-A3G inh -0.4%, USP1-UAF1 inh -22.6%, 12-LOX inh 0.0%, IDH1 R132H inh 2.8%, TrxR1 substrate -7.2%, RGS4 inhibitor 2.5% and RXFP1 ag -1.2%.
For O=C(NC(c1ccccc1)c1ccccc1)c1ccc(Br)o1 the results were rTrxR1 inhibitor 2.3%, Vif-APOBEC3F blk -9.4%, Vif-A3G inh -10.7%, USP1-UAF1 inh -0.8%, 12-LOX inh 7.2%[57.4 µM], IDH1 R132H inh -9.4%, TrxR1 substrate -8.6%[57.1 µM], RGS4 inhibitor 8.2% and RXFP1 ag 0.3%.
Screening O=C(CCC(=O)N1CCCCCC1)NCc1ccc(F)cc1 returned rTrxR1 inhibitor 26.8%, Vif-APOBEC3F blk -1.7%, Vif-A3G inh 0.3%, USP1-UAF1 inh 1.9%, 12-LOX inh 10.9%, IDH1 R132H inh 2.3%, TrxR1 substrate 3.8%, RGS4 inhibitor 20.0% and RXFP1 ag 0.0%.
`COc1cccc(CNc2ncc(C(=O)Nc3cc(OC)c(OC)c(OC)c3)c(C)n2)c1` gave rTrxR1 inhibitor 13.7%, Vif-APOBEC3F blk -11.5%, Vif-A3G inh inconclusive, USP1-UAF1 inh -19.6%, 12-LOX inh 0.0%, IDH1 R132H inh 18.4%, TrxR1 substrate 3.7%, RGS4 inhibitor -8.9% and RXFP1 ag 0.9%.
`CCOc1nc(NC(=O)NS(=O)(=O)c2ccccc2F)nc(-c2ccccc2)n1` gave rTrxR1 inhibitor 18.1%[57.1 µM], Vif-APOBEC3F blk -7.7%, Vif-A3G inh 0.1%, USP1-UAF1 inh inconclusive, 12-LOX inh 0.8%, IDH1 R132H inh 1.0%, TrxR1 substrate 1.1%, RGS4 inhibitor -50.3% and RXFP1 ag 0.5%.
